Bcl-B TR3 displacers: displacers of TR3 peptide from Bcl-B, primary screen, selectivity assay for Bfl-1 inhibitor project, biochemical, fluorescence polarization; FP displacement of FITC-TR3 peptide from Bcl-B; higher % means a stronger effect; one-dose displacement, % at 20 µM; IC50 in µM for titrated hits; 96,000 compounds, 0.11% hits;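 active means displacement above 50% at 20 µM plus a fluorescence interference ratio under 1.5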;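 further: plate controls were wells without compound for no effect and wells lacking Bcl-B protein for full effect; a part of the inactive calls stands beside numbers as strong as those of hits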
MRP resist rev: compounds reversing MRP-mediated drug resistance; 85,000 compounds, 0.04% hits; differential viability (reversal), % at 10 µM; H69AR cells + 2 uM doxorubicin, CellTiter-Glo, 72 h;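 active means viability drop by adding the cancer drug above about 55%, with treated viability meeting a 40% cutoff, limit read from the data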;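 further: viability without doxorubicin minus viability with 2 µM doxorubicin for each compound; larger differential means the compound sensitizes cells more to doxorubicin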
PLAP inhibition: inhibition of human placental alkaline phosphatase – biochemical, luminescence, HTS (AID 690); 96,000 compounds, 0.08% hits; purified PLAP, luminescent substrate; higher % means a stronger effect; inhibition, % at 20 µM, or IC50 in µM where a hit was titrated; in the data active means a potency from the dose series; inactive means the rest, 99 in 100 with inhibition below about 30%; further: strong numbers were not always called active
NFkB transloc inh: blocks IL-1B driven NFkB nuclear translocation in HUVEC cells; HUVEC IL-1B NFkB p65 nuclear translocation imaging; inhibition, % at 2 µM; 94,000 compounds, 0.43% hits; AID 796;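 active means inhibition above about 30% together with a positive call from visual inspection of the well image, limit read from the data; inconclusive means inhibition above a set limit but visual check negative; inactive means inhibition not above a set limit, visual check negative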;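 further: nuclear over cytoplasmic p65 intensity ratio measured by imaging; 0% = IL-1B stimulated DMSO wells and 100% = unstimulated DMSO wells; values of inactives mirror those of a sister screen read the other way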
NFkB transloc pot: enhances IL-1B driven NFkB nuclear translocation; 94,000 compounds, 0.3% hits; HUVEC IL-1B NFkB p65 nuclear translocation imaging; activation, % at 2 µM;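 active means activation above 40%, about the mean plus 3 SD, also judged a hit on visual image review; inconclusive means activation above 40% but not a hit on visual review; inactive means activation not above 40% and no visual hit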;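 further: percent activation is computed from the nuclear over cytoplasmic p65 intensity ratio; values of inactives mirror those of a sister screen read the other way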
MRP resist rev cytotoxicity: further read-out of MRP resist rev, marked with its call; viability, %; H69AR cells, CellTiter-Glo, 72 h; measured here: cytotoxicity without doxorubicin
MRP resist rev with doxorubicin: further read-out of MRP resist rev, marked with its call; viability, %; measured here: viability with 2 uM doxorubicin; stronger effect = lower value
NFkB transloc inh cell count 2 µM: further read-out of NFkB transloc inh, marked with its call; cell count; measured here: cells passing quality filter;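 raw number of nuclei counted in each imaged well without normalization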
NFkB transloc pot cell count 2 µM: second read-out of NFkB transloc pot, no call of its own (marks repeat the call); cell count; measured here: cells passing quality filter
Starred values were filed as active, the others as inactive; u = inconclusive; x = not tested or not shown.

SMILES | Bcl-B TR3 displacers | MRP resist rev | MRP resist rev cytotoxicity | MRP resist rev with doxorubicin | PLAP inhibition | NFkB transloc inh | NFkB transloc inh cell count 2 µM | NFkB transloc pot | NFkB transloc pot cell count 2 µM
Cc1cc(C)n(-c2nc(-n3nc(C)cc3C)c3c4c(sc3n2)COC(C)(C)C4)n1 | -12% | -23 | 26 | 48 | -50% | 9 | 103 | -9 | 103
O=c1ccc2ccc(OCc3nnc(-c4ccccc4Br)o3)cc2o1 | 3% | 3 | 77 | 74 | 7% | 4 | 85 | -5 | 85
CC1(C)Cc2c(C#N)c(OCC(=O)c3ccc(Cl)cc3)nc(-c3ccco3)c2CO1 | -10% | -6 | 58 | 63 | 20% | 5 | 88 | -5 | 88
C=C(C)Cn1c(=S)[nH]c2ccccc2c1=O | -4% | 4 | 91 | 86 | 2% | -23 | 120 | 23 | 120
Cc1ccc(NC(=O)CS(=O)CC(=O)N(c2ccc(C)cc2)C(C)C(=O)NC2CCCCC2)cc1 (centres undefined) | x | 7 | 96 | 89 | x | -12 | 143 | 12 | 143
c1cncc(-c2nnc3n2CCC3)c1 | -15% | -1 | 97 | 98 | 12% | -23 | 139 | 23 | 139
COc1ccc(/C=C(/C(=O)Nc2ccccc2C(=O)N2CCCC2)c2ccccc2)cc1 | -3% | x | x | x | -48% | 16 | 68 | -16 | 68
CC(C)C(c1nnnn1CCc1ccccc1)N1CCN(C(=O)c2ccco2)CC1 (centres undefined) | 3% | 4 | 94 | 89 | -17% | -3 | 177 | 3 | 177
CC(=O)/C=C1/SC(CC(=O)O)C(=O)N1c1ccccc1 (centres undefined) | x | -6 | 82 | 88 | x | -18 | 101 | 18 | 101
CC1CCN(C(=O)c2cccc(S(=O)(=O)N3CCCCC3)c2)CC1 | -8% | 2 | 86 | 84 | -13% | x | x | x | x
C=CCNC(=O)c1ccccc1NC(=O)Nc1ccccc1 | -6% | -1 | 75 | 76 | 17% | -15 | 134 | 15 | 134
COc1ccc(Br)cc1-c1noc(-c2ccccc2)n1 | 0% | -4 | 79 | 83 | 21% | -13 | 164 | 13 | 164
CCN(CC)C(=O)c1ccc(C)c(Br)c1 | -4% | -12 | 88 | 100 | 7% | -12 | 105 | 12 | 105
O=C(COC(=O)CCC(=O)c1cccs1)Nc1ccc(S(=O)(=O)N2CCOCC2)cc1 | -9% | -13 | 95 | 108 | -53% | x | x | x | x
Nn1c(SCc2nc3ccccc3[nH]2)nnc1-c1ccccc1 | -7% | 7 | 89 | 82 | -76% | -59 | 54 | u | x
CCNc1nc(N)nc(-c2cc(Cl)ccc2OC)n1 | 1% | x | x | x | -4% | -15 | 174 | 15 | 174
CCCOC(=O)c1ccc(NC(=O)c2ccoc2C)cc1 | x | x | x | x | x | 6 | 155 | -6 | 155
CCOc1cc(C)cc2oc(=O)cc(-c3ccccc3)c12 | 3% | 2 | 86 | 84 | 32% | -12 | 150 | 12 | 150
Cc1ccc(-c2cc(C(=O)NCC3CCCO3)c3ccccc3n2)o1 (centres undefined) | x | 16 | 88 | 72 | x | -8 | 128 | 8 | 128
O=C1Nc2cc(Cl)ccc2C1(N1CCNCC1)C(F)(F)F (centres undefined) | 2% | 10 | 75 | 65 | -15% | -2 | 123 | 2 | 123
COc1ccc(N2CC(C(=O)OCC(=O)NCc3ccccc3)CC2=O)cc1 (centres undefined) | -7% | x | x | x | -9% | -1 | 132 | 1 | 132
O=C(CSc1n[nH]c(-c2cccs2)n1)NCc1cccs1 | -2% | -17 | 86 | 103 | 6% | 7 | 148 | -7 | 148
CS(=O)(=O)NC1c2cccc3cccc(c23)C1Sc1nncn1/N=C/c1ccco1 (centres undefined) | -2% | -12 | 90 | 101 | -31% | -27 | 103 | 27 | 103
Cc1ccc(NC(=O)CS(=O)CC(=O)NC2CCN(Cc3ccccc3)CC2)c(C)c1 (centres undefined) | 1% | 10 | 99 | 89 | -69% | -4 | 205 | 4 | 205
O=C(Cn1cc2c(n1)CCCCC2)Nc1ccc(F)cc1F | 6% | 4 | 97 | 92 | 10% | x | x | x | x
CNC(=S)NNC(=O)CCn1nc(C)c(Br)c1C | -2% | x | x | x | -108% | 15 | 183 | -15 | 183
COc1ccc2oc(-c3ccccc3)c(C(N)=O)c2c1 | -18% | 20 | 100 | 80 | 12% | x | x | x | x
N=c1oc2c3c4c(cc2cc1C(=O)Nc1ccccc1)CCCN4CCC3 | 150% | x | x | x | 3% | -8 | 91 | 8 | 91
CC1(C)Cc2c(c(-c3ccccc3Cl)[nH]c(=O)c2C#N)CO1 | -2% | -12 | 65 | 77 | -25% | -5 | 129 | 5 | 129
O=C(CCS(=O)(=O)c1cccc2nsnc12)NC1CCCCC1 | 5% | x | x | x | 6% | -11 | 172 | 11 | 172

Full records, looked up by structure.
CCOc1cc(C)cc2oc(=O)cc(-c3ccccc3)c12 is entered as Bcl-B TR3 displacers: 3%; MRP resist rev: 2; MRP resist rev cytotoxicity: 86; MRP resist rev with doxorubicin: 84; PLAP inhibition: 32%; NFkB transloc inh: -12; NFkB transloc inh cell count 2 µM: 150; NFkB transloc pot: 12; NFkB transloc pot cell count 2 µM: 150
Cc1ccc(NC(=O)CS(=O)CC(=O)N(c2ccc(C)cc2)C(C)C(=O)NC2CCCCC2)cc1 (centres undefined) is entered as Bcl-B TR3 displacers: x; MRP resist rev: 7; MRP resist rev cytotoxicity: 96; MRP resist rev with doxorubicin: 89; PLAP inhibition: x; NFkB transloc inh: -12; NFkB transloc inh cell count 2 µM: 143; NFkB transloc pot: 12; NFkB transloc pot cell count 2 µM: 143
CC1CCN(C(=O)c2cccc(S(=O)(=O)N3CCCCC3)c2)CC1 is entered as Bcl-B TR3 displacers: -8%; MRP resist rev: 2; MRP resist rev cytotoxicity: 86; MRP resist rev with doxorubicin: 84; PLAP inhibition: -13%; NFkB transloc inh: x; NFkB transloc inh cell count 2 µM: x; NFkB transloc pot: x; NFkB transloc pot cell count 2 µM: x

Next compounds follow:
SMILES | Bcl-B TR3 displacers | MRP resist rev | MRP resist rev cytotoxicity | MRP resist rev with doxorubicin | PLAP inhibition | NFkB transloc inh | NFkB transloc inh cell count 2 µM | NFkB transloc pot | NFkB transloc pot cell count 2 µM
CCCOc1ccc(-c2nnn(CC(=O)OCC)n2)cc1 | -8% | 14 | 95 | 82 | -6% | 7 | 104 | -7 | 104
CCOC(=O)n1c(=O)oc2ccccc21 | -10% | 10 | 79 | 70 | -61% | x | x | x | x
O=C(Nc1ccc(S(=O)(=O)N2CCc3ccccc32)cc1)c1ccc2c(c1)OCO2 | 0% | -21 | 64 | 84 | 31% | 0 | 124 | 0 | 124
CCCC(=O)Nc1ccc(S(=O)(=O)Nc2cc(C)nc(C)n2)cc1 | -7% | -6 | 98 | 103 | -10% | 10 | 97 | -10 | 97
CCOC(=O)c1[nH]c(C)c(C(=O)NC2CCCC2)c1C | 7% | 11 | 95 | 84 | -2% | -22 | 188 | 22 | 188
CCC(C)c1c(O)nc(SCC(=O)N2CCOCC2)[nH]c1=O (centres undefined) | 10% | 11 | 106 | 95 | -9% | -6 | 102 | 6 | 102
Cc1ccccc1-c1nc2ccccc2o1 | -5% | 15 | 108 | 93 | 5% | x | x | x | x
CCOc1ccc(N2C(=O)CC(N3CCc4ccccc43)C2=O)cc1 (centres undefined) | 3% | 10 | 105 | 94 | 10% | 2 | 78 | -2 | 78
CCCC(=O)c1cc2cc(Cl)ccc2oc1=O | -3% | 6 | 74 | 68 | -1% | -17 | 100 | 17 | 100
COc1ccc(CNC(=O)CSc2nc3nc(C)cc(C)n3n2)cc1 | 1% | -13 | 80 | 94 | 3% | 12 | 122 | -12 | 122
O=C(OC(C(=O)NC1CCCCC1)c1ccccc1)c1ccco1 (centres undefined) | x | 18 | 99 | 81 | x | -2 | 106 | 2 | 106
Cc1nc(SCC(=O)N2CCC(C(N)=O)CC2)n[nH]1 | -6% | 7 | 99 | 93 | 10% | -12 | 146 | 12 | 146
COc1cc(C(=O)N2CCC(NC(=O)C(Cc3ccc(C)cc3)NC(C)=O)CC2)cc(OC)c1OC (centres undefined) | 4% | 21 | 96 | 74 | -63% | -14 | 194 | 14 | 194
CCOc1ccccc1NC1c2ccccc2C(=O)N1c1ccc(C)cn1 (centres undefined) | -3% | 12 | 92 | 80 | 27% | x | x | x | x
NC(=O)CSc1ncnc2c1cnn2Cc1ccccc1 | 0% | x | x | x | 3% | -17 | 144 | 17 | 144

Continued, starting with the last 3 of the part before.
SMILES | Bcl-B TR3 displacers | MRP resist rev | MRP resist rev cytotoxicity | MRP resist rev with doxorubicin | PLAP inhibition | NFkB transloc inh | NFkB transloc inh cell count 2 µM | NFkB transloc pot | NFkB transloc pot cell count 2 µM
COc1cc(C(=O)N2CCC(NC(=O)C(Cc3ccc(C)cc3)NC(C)=O)CC2)cc(OC)c1OC (centres undefined) | 4% | 21 | 96 | 74 | -63% | -14 | 194 | 14 | 194
CCOc1ccccc1NC1c2ccccc2C(=O)N1c1ccc(C)cn1 (centres undefined) | -3% | 12 | 92 | 80 | 27% | x | x | x | x
NC(=O)CSc1ncnc2c1cnn2Cc1ccccc1 | 0% | x | x | x | 3% | -17 | 144 | 17 | 144
COC(=O)c1cc(=O)nc2sc(-c3ccc(F)cc3)nn12 | 8% | -24 | 36 | 59 | 4% | 1 | 185 | -1 | 185
CCOc1ncccc1C(=O)N1CCN(Cc2ccc3c(c2)OCO3)CC1 | 4% | 10 | 90 | 80 | -60% | 5 | 101 | -5 | 101
Cc1[nH]c(=S)[nH]c(=O)c1Cc1ccccc1 | 8% | 5 | 91 | 86 | 9% | -13 | 189 | 13 | 189
CC(C)COC(=O)CCn1[nH]c(=O)c2ccccc2c1=O | 10% | -2 | 93 | 95 | 9% | -6 | 158 | 6 | 158
Nn1cc(-c2ccccc2)nc1SCC(=O)NCCN1C(=O)CSC1=O | -5% | -3 | 90 | 93 | 4% | 4 | 129 | -4 | 129
O=C1C(Cc2ccccc2)SC(=Nc2ccccc2)N1c1ccccc1 (centres undefined) | -10% | x | x | x | 18% | -4 | 167 | -5 | 158
COc1cccc(Nc2c(F)c(OC)c(F)c(F)c2C(=O)O)c1 | 7% | -5 | 95 | 100 | -12% | -18 | 119 | 18 | 119
COc1cccc(-n2nc3c(-n4ncc(C#N)c4N)nnc(C)c3c2C)c1 | x | 28 | 98 | 70 | x | 46* | 85* | -46 | 85
Cc1cc(C)n(-c2nc3ccccc3nc2N2CCN(C(=O)c3ccc(Cl)cc3)CC2)n1 | -9% | 32 | 53 | 21 | -49% | 10 | 142 | -9 | 142
C#CCOC(=O)C(NC(=O)c1ccccc1)=C(C)C | -1% | 6 | 105 | 98 | -1% | -3 | 164 | 3 | 164
COc1ccc2cc(C(=O)N3CCCCCC3)sc(=O)c2c1OC | 8% | -11 | 81 | 92 | 3% | -3 | 124 | 3 | 124
COCCNCCOCCOc1ccc(Cl)c(C)c1 | 0% | 16 | 84 | 67 | -46% | -1 | 193 | 1 | 193
Cc1[nH]nc2c1C1(C(=O)N(Cc3ccc(Cl)cc3)c3ccccc31)C(C#N)=C(N)O2 (centres undefined) | 1% | -38 | 46 | 84 | -39% | 8 | 178 | -8 | 178
O=C(NC1CCCCC1)N1CCCC(c2nc(-c3cccs3)no2)C1 (centres undefined) | -3% | 20 | 90 | 70 | -6% | 7 | 147 | -7 | 147
C/C(N)=C(/C#N)C(=O)CSc1nnc(SCc2ccc(Cl)cc2)s1 | 16% | 8 | 88 | 80 | 30% | 19 | 76 | -19 | 76

Some of the compounds tested; the hit share may differ from the screen's.
